CAL PDZ FP-1: inhibitors of human CAL PDZ peptide binding | AID 504414 | purified CAL PDZ, TMR-peptide fluorescence polarization, 1 h | inhibition, % at 20 µM | Q9HD26 | hit rate 0.02% among 330,000;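 active means highest replicate inhibition of at least 40%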;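 further: plate controls were DMSO neutral control wells for no effect and unlabeled competitor peptide control wells for full effect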
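System: tagged CAL PDZ domain. Schedule: 1 h room-temperature incubation prior to read. Signal: fluorescence polarization (mP). Measure: percent inhibition from loss of millipolarization.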
SR-BI uptake up: SR-BI HDL lipid transfer activation | CHO ldlA[mSR-BI] cells, DiI-HDL uptake fluorescence, 3 h; 100 = double the neutral-control signal | activation, % at 12.5 µM | hit rate 0.096% among 320,000 | AID 504775;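 active means mean replicate activation of at least 60% and every replicate at or above 60%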;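 further: 0% = median plate neutral-control signal and 100% = twice that signal; values of inactives mirror those of a sister screen read the other way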
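Material: SR-BI-overexpressing, LDLR-lacking CHO cells | Dosing: Single compound concentration, delivered by pin transfer | Probe or stimulus: Labelled HDL, 10 µg/mL | Signal: Bottom-read cell fluorescence after medium removal, ex 550/em 595 nm | Schedule: 3 h, 37 °C | Evaluation: HDL uptake via cellular fluorescence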
Wnt bcat act: activators of Wnt/beta-catenin signaling | Wnt/beta-catenin reporter cell assay, activator, plate reader | activation, % at 9.35 µM | hit rate 1.2% among 300,000 | AID 743398; in the data active means activation above about 30%, passing the limit was not always enough;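 further: 0% = neutral control wells and 100% = positive control wells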
Ecoli viability: reduces bacterial viability in AddAB counter-screen | E. coli V3065 growth, OD600 absorbance, 18 h | inhibition, % at 11.9 µM | hit rate 0.27% among 330,000;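 active means inhibition above the campaign's mean inhibition across all tested compounds plus 3 SD, cut at about 9.9% in these data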;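 further: uninfected addAB+ strain grown without phage in ampicillin broth; 0% = DMSO wells and 100% = ciprofloxacin 0.95 µg/ml wells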
MITF TRPM1 HTS: MITF TRPM1 promoter activation in melanoma cells; AID 588334; SK-MEL-5 TRPM1-promoter luciferase, 24 h; % of positive control, neutral wells = 0; hit rate 0.75% among 300,000; activation, % at 12.5 µM;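 active means mean activation of at least 80% with every replicate also reaching 80%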;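 further: 0% = neutral control wells and 100% = parthenolide positive control wells; values of inactives mirror those of a sister screen read the other way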
phage Ecoli inh: E. coli growth loss with phage present; growth absorbance; inhibition, % at 11.9 µM; hit rate 0.26% among 360,000; AID 651602; in the data active means inhibition above about 11%
AddAB inh: less growth of phage-infected E. coli with AddAB; inhibition, % at 11.9 µM; E. coli expressing H. pylori AddAB, absorbance growth; hit rate 0.29% among 330,000; in the data active means inhibition above about 12%;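 further: 0% = vehicle wells of infected cells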
SR-BI HDL uptake: inhibitors of mouse SR-BI mediated HDL lipid uptake. Q61009. ldlA[mSR-BI] CHO cells, DiI-HDL uptake fluorescence, 3 h. inhibition, % at 12.5 µM. hit rate 0.96% among 320,000;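 active means mean replicate inhibition of at least 70% and a set share of replicates each scoring 70 or more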;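 further: 0% = median of neutral control wells and 100% = median of positive control wells; values of inactives mirror those of a sister screen read the other way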
Target sequence (Q61009 whole entry, looked up): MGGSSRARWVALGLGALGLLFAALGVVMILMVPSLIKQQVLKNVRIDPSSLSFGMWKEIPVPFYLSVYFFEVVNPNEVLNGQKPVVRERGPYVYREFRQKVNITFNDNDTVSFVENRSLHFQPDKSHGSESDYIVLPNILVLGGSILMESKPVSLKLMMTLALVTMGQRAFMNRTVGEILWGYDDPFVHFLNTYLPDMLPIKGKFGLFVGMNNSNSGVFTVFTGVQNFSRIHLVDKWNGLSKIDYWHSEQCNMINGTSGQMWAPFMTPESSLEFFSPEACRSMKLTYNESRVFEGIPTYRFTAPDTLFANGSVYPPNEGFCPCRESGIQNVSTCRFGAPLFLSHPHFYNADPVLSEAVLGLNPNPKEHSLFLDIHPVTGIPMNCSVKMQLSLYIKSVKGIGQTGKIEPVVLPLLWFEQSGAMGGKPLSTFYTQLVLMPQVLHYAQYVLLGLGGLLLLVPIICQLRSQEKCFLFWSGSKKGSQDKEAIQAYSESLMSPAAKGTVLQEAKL
Tat export inh: blocks Tat-dependent protein export in E. coli; E. coli MC4100 TorA-mCherry Tat export, fluorescence; AID 488895; hit rate 0.036% among 340,000; inhibition, % at 10 µM;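 active means mean replicate inhibition at least 50% and at least half of replicates individually reaching 50%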;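 further: exported cargo escapes ClpAP degradation while cytoplasmic cargo is degraded and loses fluorescence; 0% = median of neutral control wells and 100% = median of NaSCN control wells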
CAL PDZ FP-2: CAL PDZ (human) peptide binding inhibition | hit rate 0.92% among 300,000 | purified CAL PDZ, TMR-peptide fluorescence polarization, 1 h | Q9HD26 | AID 602252 | inhibition, % at 24.9 µM;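 active means mean inhibition of at least 30% with at least half of replicates also reaching 30%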;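 further: 0% = DMSO neutral control and 100% = excess unlabeled competitor peptide PRC23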
* hit, by the source's call; . = no result given.

Each structure is followed by: phage Ecoli inh	SR-BI HDL uptake	SR-BI uptake up	Tat export inh	AddAB inh	Wnt bcat act	Ecoli viability	CAL PDZ FP-2	CAL PDZ FP-1	MITF TRPM1 HTS
O=C(O)Cc1ccc(Oc2ncc(C(F)(F)F)cc2Cl)cc1
 : 4.4	11	-11	-8	3.7	0	-0.4	-4	-0.9	7
CC(C)(C)NC(=O)Cn1c(=O)c(=O)n(Cc2ccccc2)c2ccc(Cl)cc21
 : 4.5	5	-5	9	3.5	.	2.7	-2	-0.1	2
CC1(C)CC(NC(=O)c2ccc(Br)o2)CC(C)(C)N1
 : 0.9	-4	4	0	2.3	20	2.8	0	-1.5	16
O=C(O)c1ccc(CNC(=O)c2ccccc2NC(=O)c2cccc([N+](=O)[O-])c2)cc1
 : 5.1	-12	12	1	-2.1	-1	-3.3	16	-0.1	-3
CC1(C)C2CC=C(/C=N/NC(=S)NCCc3ccccc3)C1C2 (centres undefined)
 : 1.3	49	-49	7	3.4	-2	0.6	-4	-2.7	-11
COc1cccc(-n2c(C)nnc2SCC(=O)Nc2ccccc2N2CCOCC2)c1
 : 0.7	11	-11	-7	-0.3	.	-3.9	-4	-1.0	.
Cc1ccc(CN2CC(C(=O)N3CCN(S(=O)(=O)c4ccc(C(C)C)cc4)CC3)CC2=O)cc1 (centres undefined)
 : 1.1	-5	5	13	4.9	0	-1.2	-6	-2.0	-7
O=C(N/N=C/c1ccc(OC(F)F)cc1OC(F)F)c1cccc(S(=O)(=O)N2CCOCC2)c1
 : 4.0	83*	-83	-2	0.0	-1	-1.3	2	-1.0	-13
CCN(CC)CCNC(=O)C(=O)NCC1OCCN1S(=O)(=O)c1ccc([N+](=O)[O-])cc1 (centres undefined)
 : 3.1	7	-7	10	1.1	2	-3.3	-3	-0.5	6
OCCCNc1nc(-c2ccc(Cl)cc2)nnc1-c1ccc(Br)cc1
 : 2.4	4	-4	2	1.3	.	2.0	-2	-4.1	-3
CCCN(CC(=O)Nc1ccc(F)c(F)c1F)C(=O)Cn1c(=O)cnc2ccccc21
 : 2.9	5	-5	-3	-0.2	-1	0.6	3	-2.3	-13
Cc1ccc2oc(C(=O)N3CCCCCC3)c(C)c2c1
 : 2.6	9	-9	-7	-0.9	29	-1.9	-2	-0.2	124*
O=C(CN(Cc1ccccc1Cl)C(=O)CCC(=O)Nc1nccs1)NCC1CCCO1 (centres undefined)
 : 1.5	1	-1	0	4.3	-3	-0.4	0	-2.7	-4
COc1ccc(NC(=O)c2ccc(NC3CC(=O)N(c4ccc(C)cc4C)C3=O)cc2)cc1 (centres undefined)
 : -1.7	61	-61	4	-3.0	2	-1.0	5	-0.7	-6
CC12CCC(C/C1=N/NC(=O)COc1ccccc1Cl)C2(C)C (centres undefined)
 : 3.5	-22	22	-1	-0.9	-1	0.3	-4	-3.2	15
C=CCNC(=O)C1CCN(C(=O)c2ccc(-c3ccccc3)cc2)CC1
 : 0.3	11	-11	3	2.2	-2	-0.4	-1	-1.6	0
Cc1cc(C)nc(/N=C(\N)Nc2cccc(OCc3ccccc3)c2)n1
 : 0.6	5	-5	8	0.3	13	0.4	.	-4.6	.
COc1ccc(-c2nc(C#N)c(NCc3ccccc3Cl)o2)cc1OC
 : 2.3	37	-37	3	1.0	2	-0.8	-1	-0.2	53
CCCCNC(=O)c1onc(CSc2ccccc2)c1C(=O)NCCCC
 : 0.3	-9	9	8	1.7	-3	-0.3	0	1.6	-2
Cc1ccc(Sc2ncccc2COC(=O)Nc2c(C)cccc2C)cc1
 : 2.5	36	-36	17	3.7	-3	1.4	-1	-0.4	9
Cc1ccc(C(=O)NC2CCN(S(=O)(=O)c3ccccc3)CC2)cc1
 : 2.0	16	-16	-2	0.1	3	0.2	1	-0.3	8
CCC(C(=O)NC(C)CCc1ccccc1)n1nc(C)n2c(cc3occc32)c1=O (centres undefined)
 : .	24	-24	3	0.6	.	-1.2	-3	-1.6	-17
CCOc1ccc(C(=O)CCC(=O)Nc2cc(C)ccn2)cc1
 : 2.6	-16	16	-6	1.9	9	0.4	-4	-1.4	24
Fc1ccc2cnc(CCO[C@H]3CCCCO3)cc2c1
 : 3.6	0	0	-2	0.9	17	0.3	-2	-1.0	39
Cc1ccc(N(CC(=O)NC(C)(C)C)C(=O)CS(=O)CC(=O)Nc2ccc3c(c2)OCO3)cc1 (centres undefined)
 : 2.4	-6	6	-1	-0.7	-1	0.8	.	0.2	.
O=C(c1n[nH]c(=O)c2ccccc12)N1CCN(c2ccc(F)cc2)CC1
 : 1.7	-35	35	1	0.9	.	1.7	-2	1.2	22
C#CCOCCOCCOCCNc1nc(N2CCN(C(=O)[C@H]([C@@H](C)CC)n3cc([C@@H](N)CC(C)C)nn3)CC2)nc(N2CCN(C(=O)[C@H](Cc3ccc(O)cc3)n3cc([C@@H](N)C(C)CC)nn3)CC2)n1 (some centres undefined)
 : 6.8	-21	21	7	-0.4	-3	-3.9	-5	0.4	6
CCOC(=O)c1sc(NC(=O)c2c(OC)cccc2OC)nc1C
 : 2.1	33	-33	-2	3.8	-1	-1.4	-4	.	6
Cc1cc(NCc2cccnc2)no1
 : 1.6	-11	11	0	0.3	14	0.8	.	-0.3	-1
N#Cc1ccc(CSc2nnc(-c3ccccc3)n2Cc2ccco2)cc1
 : 2.6	2	-2	-4	2.2	.	-2.9	.	-2.8	-2
Cc1cccc(OCc2nnc(SCC(=O)Nc3ncc(C)s3)o2)c1
 : -0.5	-15	15	-5	-2.5	0	-3.2	-3	-2.0	-9
Cc1cccc(N2CCN(C(=O)C3CCN(S(=O)(=O)c4cccc5nsnc45)CC3)CC2C)c1 (centres undefined)
 : 2.2	33	-33	3	0.1	-6	0.8	0	-1.4	-12
CC(=O)c1ccc(OCC(C)Oc2ccc(C#N)cc2)cc1 (centres undefined)
 : 0.9	.	.	-2	3.5	-2	0.3	-1	-1.7	-10
COc1ccc(CC(=O)NNC(=O)CCc2ccccc2)cc1OC
 : -0.1	-15	15	3	0.9	4	1.1	-2	22	-6
O=C(Nc1ccccc1Cl)/C(Cl)=C(\Cl)S(=O)c1ccccc1 (centres undefined)
 : -2.3	-3	3	-7	-2.0	-32	-4.5	-8	-2.2	-95
CC1CCCCC1NC(=O)CSc1nnc(COc2ccccc2Cl)o1 (centres undefined)
 : 3.2	-19	19	0	0.8	.	-3.7	.	-0.2	13
CCOC(=O)C1CCN(C(=O)COC(=O)CNC(=O)c2ccc(OC)cc2)CC1
 : 2.7	-3	3	3	-0.1	-1	-1.2	-1	-0.1	3
Cc1ccc(OCc2nnc(NC(=O)c3ccco3)s2)c(C)c1
 : 0.3	11	-11	-6	0.1	.	1.9	0	-0.1	-1
CC(C)n1cc(C(=O)N2CCCC(N3CCN(c4ccc(F)cc4)CC3)C2)cn1 (centres undefined)
 : 1.2	-4	4	-5	2.0	1	3.8	-1	.	16
O=C(Cn1nnc(-c2ccccc2)n1)NC1CCS(=O)(=O)C1 (centres undefined)
 : 2.1	-15	15	-9	-1.4	1	1.5	-3	-2.6	11
CC(=O)N1c2ccc(S(=O)(=O)N3CCC(C(=O)N4CCC(C)CC4)CC3)cc2CC1C (centres undefined)
 : 0.0	-20	20	3	3.7	-2	-1.4	-2	-2.8	-4
[O-]/[N+](=C\c1ccco1)c1ccc(Cl)cc1
 : 0.4	-8	8	-2	1.0	26	-0.5	0	-2.7	58
CCOc1ccc(N2CC(O)Cn3c2nc2c3c(=O)n(CCCc3ccccc3)c(=O)n2C)cc1 (centres undefined)
 : 0.8	28	-28	-8	1.3	.	-0.3	6	0.1	-8
c1cc(-c2sc(-c3ccncc3)c(-c3ccncc3)c2-c2ccncc2)ccn1
 : -0.1	.	.	.	0.6	0	0.1	.	.	.
c1ccc(-c2nnc(-c3ccccn3)s2)nc1
 : 2.3	-34	34	5	1.6	0	0.3	2	0.3	.

Three structures out of the list, arranged by number of heavy atoms, smallest number first.
Each structure is followed by: phage Ecoli inh	SR-BI HDL uptake	SR-BI uptake up	Tat export inh	AddAB inh	Wnt bcat act	Ecoli viability	CAL PDZ FP-2	CAL PDZ FP-1	MITF TRPM1 HTS
Cc1cccc(OCc2nnc(SCC(=O)Nc3ncc(C)s3)o2)c1
 : -0.5	-15	15	-5	-2.5	0	-3.2	-3	-2.0	-9
CCOC(=O)C1CCN(C(=O)COC(=O)CNC(=O)c2ccc(OC)cc2)CC1
 : 2.7	-3	3	3	-0.1	-1	-1.2	-1	-0.1	3
Cc1cccc(N2CCN(C(=O)C3CCN(S(=O)(=O)c4cccc5nsnc45)CC3)CC2C)c1 (centres undefined)
 : 2.2	33	-33	3	0.1	-6	0.8	0	-1.4	-12

Further records
Each structure is followed by: phage Ecoli inh	SR-BI HDL uptake	SR-BI uptake up	Tat export inh	AddAB inh	Wnt bcat act	Ecoli viability	CAL PDZ FP-2	CAL PDZ FP-1	MITF TRPM1 HTS
O=C(Nc1ccccc1Br)c1ccccc1-c1ccccc1
 : 3.7	27	-27	-5	3.9	0	1.7	-3	-1.6	-17
Cc1ccc(C)c(S(=O)(=O)N2CCN(C(=O)Cn3cnc4c3c(=O)n(C)c(=O)n4C)CC2)c1
 : 3.0	10	-10	4	7.0	-3	-0.9	-1	-1.9	-3
Cc1onc(-c2ccccc2Cl)c1C(=O)Nc1cccc(-c2nc3ncccn3c2C)c1
 : 3.3	7	-7	1	-0.2	.	-1.3	.	-9.2	11
COc1ccccc1N1CCN(C(=O)C(OC(C)=O)c2ccccc2)CC1 (centres undefined)
 : -1.1	20	-20	5	0.2	-2	-0.4	-6	-0.6	.
CCOC(=O)/C(C#N)=C/Nc1ccccc1NS(=O)(=O)c1cccc(C(C)=O)c1
 : 3.6	0	0	-5	3.2	-1	0.1	-2	-1.1	-2
COC(=O)[C@@]1(Cc2ccccc2)[C@H]2C(=O)N(C)C(=O)[C@H]2[C@H]2CN=C(SCc3ccc(C)cc3)N21
 : 2.7	4	-4	6	-0.4	-1	-1.8	0	0.3	5
O=S(=O)(NN=C1CCCCCCC1)c1ccc(Br)cc1
 : 4.1	.	.	0	2.9	.	0.2	-5	0.9	8
CCN(CCCNC(=O)C1CCCN(S(=O)(=O)CC)C1)c1cccc(C)c1 (centres undefined)
 : 0.0	15	-15	-1	2.5	.	1.5	-5	-0.6	3

Screening data: PubChem BioAssay, several laboratories
